Source: PubChem (National Center for Advancing Translational Sciences (NCATS))
D1 PAM = human D1 dopamine receptor positive modulation; P21728; 360,000 tested, 0.036% active; potentiation, % at 10 µM; HEK293 TREx D1 cells, calcium flux, dopamine EC20 potentiation; in the data active = potentiation above about 30%; also: 0% is about no effect
Target sequence (P21728 whole entry, looked up): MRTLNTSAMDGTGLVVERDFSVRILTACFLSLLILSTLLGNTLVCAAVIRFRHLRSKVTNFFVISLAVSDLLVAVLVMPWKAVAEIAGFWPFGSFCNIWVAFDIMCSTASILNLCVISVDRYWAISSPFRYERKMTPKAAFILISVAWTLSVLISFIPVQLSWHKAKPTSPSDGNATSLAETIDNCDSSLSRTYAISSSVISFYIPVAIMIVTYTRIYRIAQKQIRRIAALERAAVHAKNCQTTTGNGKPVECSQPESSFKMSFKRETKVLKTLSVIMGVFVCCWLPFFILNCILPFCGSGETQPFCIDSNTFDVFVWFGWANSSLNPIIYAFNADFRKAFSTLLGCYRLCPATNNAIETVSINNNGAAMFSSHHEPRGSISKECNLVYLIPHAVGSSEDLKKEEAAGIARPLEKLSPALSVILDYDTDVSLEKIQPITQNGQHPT
D1 antagonist = blocks dopamine activation of the human D1 receptor; HEK293 TREx D1 cells, calcium flux, dopamine EC80; active compounds read low; activity change, negative = inhibition, % at 10 µM; 360,000 tested, 3.2% active; AID 504652; P21728; in the data active = activity change below about -30%; also: % is scaled to controls: 0 for no effect and ±100 for the full control effect
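Antagonism measured as reduced calcium response to an EC80 dopamine addition following 180 s compound pre-read; cells were inducible HEK293 Trex D1 plated overnight at 30 C, read kinetically at 1 cycle/sec.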
RXFP1 ag = activates the human relaxin receptor RXFP1. Q9HBX9. HEK293T-RXFP1 cAMP TR-FRET, 30 min; response scale: percent of porcine relaxin response, buffer zero. Potency, µM (doses to about 57.5 µM), for the others: at the highest dose activation, usual class: activators. 370,000 tested, 0.3% active; also: potency is read from the fitted curve at half-maximal effect; % is scaled to controls: 0 for no effect and ±100 for the full control effect; nearly all actives have a fitted effect of over 60% in size; many of its hits are not listed in these tables
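Agonist response is measured as cAMP accumulation in an RXFP1-transfected HEK293T line under PDE4 inhibition. Values are scaled between buffer-only and 29 nM porcine relaxin, and EC50s come from standard Hill equation fits.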
Vif-APOBEC3G blk = inhibitors of Vif-APOBEC3G interaction | Q9HC16 | HeLa A3G-eYFP + Vif (tagged APOBEC3G with the HIV-1 protein that degrades it), YFP fluorescence, overnight | Potency, µM (top dose mostly 46.1 µM), without a hit: top-dose activity, negative = active, most hits filed as inhibitors | 410,000 tested, 0.076% active;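 also: potency is read from the fitted curve at half-maximal effect; % is scaled to controls: 0 for no effect and ±100 for the full control effect; nearly all actives have a fitted effect of over 60% in size; hits raise eYFP signal because A3G escapes Vif-driven loss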
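Read-out is eYFP fluorescence (Ex 488/Em 500-530) from Vif-expressing HeLa A3G-eYFP cells; more signal means A3G escaped Vif-mediated degradation. Cells plated overnight, compound pinned in, incubated overnight at 37 deg C.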
Vif-APOBEC3F blk = Vif-A3F binding inhibition; HeLa A3F-eYFP + Vif (tagged APOBEC3F with the HIV-1 protein that degrades it), YFP fluorescence increase; AID 602313; 390,000 tested, 0.2% active; Potency, µM (doses to about 46.1 µM), for the others: at the highest dose activity, negative = active; also: potency is read from the fitted curve at half-maximal effect; % of control where 0% means no effect; nearly all actives have a fitted effect of over 65% in size
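Fluorescence increase (Ex 488/Em 500-530) after overnight compound treatment at 37 deg C flags inhibition of Vif-driven A3F-eYFP loss in stable HeLa A3F-eYFP/Vif cells seeded overnight beforehand.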
D2 PAM = D2 dopamine receptor (human) potentiation. HEK293 T-REx D2, calcium flux, EC20 dopamine potentiation. P14416. potentiation, % at 10 µM. 340,000 tested, 0.34% active. AID 485347;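 active = potentiation over 3 SD above the plate norm, cut at about 30% in these data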; also: 0% is about no effect
Target sequence (P14416 whole entry, looked up): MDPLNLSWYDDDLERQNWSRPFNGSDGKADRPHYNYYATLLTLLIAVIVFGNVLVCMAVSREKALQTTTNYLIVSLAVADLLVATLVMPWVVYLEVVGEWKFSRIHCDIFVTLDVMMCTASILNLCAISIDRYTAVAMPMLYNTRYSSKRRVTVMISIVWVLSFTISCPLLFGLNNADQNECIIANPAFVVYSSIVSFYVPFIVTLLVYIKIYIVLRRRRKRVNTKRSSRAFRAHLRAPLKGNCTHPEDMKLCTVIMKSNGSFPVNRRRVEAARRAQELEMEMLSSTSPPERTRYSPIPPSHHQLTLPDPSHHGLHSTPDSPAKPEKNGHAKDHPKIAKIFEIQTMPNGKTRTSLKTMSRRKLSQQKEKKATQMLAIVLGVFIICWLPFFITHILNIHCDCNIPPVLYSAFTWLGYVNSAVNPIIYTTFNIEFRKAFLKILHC
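Using a no-wash calcium dye in inducible, force-coupled HEK293 Trex cells expressing D2, we tracked fluorescence each second for 180 s after compound, then for 180 s after EC20 dopamine to detect augmented signalling.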
D1 ag = activates the human D1 dopamine receptor; P21728; HEK293 T-REx D1 cells, calcium flux, agonist mode; activation, % at 2 µM; 360,000 tested, 1% active; in the data active = activation above about 30%; also: 0% is about no effect
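Agonism was scored from calcium flux recorded over 180 s (1 read/s) after pintool compound addition, following a 10-cycle baseline. Cells were inducible force-coupled HEK293 TREx D1, plated overnight at 30 C and loaded with no-wash calcium dye.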
GRP78 ERSR act = ER stress response induction in glioma. U87-MG GRP78 promoter luciferase reporter, 16 h. Potency, µM, for inactives: top-dose activation, most hits filed as activators. 420,000 tested, 0.02% active. AID 602332; also: potency is read from the fitted curve at half-maximal effect; series mostly up to about 76 µM; % of control where 0% means no effect; nearly all actives have a fitted effect of over 35% in size
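Stably transfected U87-MG human glioma cells carrying a GRP78-based luminescent sensor were seeded at 1000 cells/well, pin-dosed with compounds and incubated 16 h. Luciferase reagent was then added, and end-point luminescence was read after 10 min at room temperature.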
LDHA inh = blocks human lactate dehydrogenase A; purified LDHA, NADH/diaphorase-resazurin fluorescence; active compounds read low; P00338; 480,000 tested, 0.15% active; AID 1347041; activity change, % (values are at about 110 or 230 µM); in the data active = activity change below about -30%; inconclusive = mostly about -25% to -30%;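 also: plate controls were DMSO wells for no effect and wells without enzyme for full effect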
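Human LDH5 at 2 nM final in Tris HCl pH 7.4 with 0.06 mM NADH and 0.2 mM pyruvate, reacted 5 minutes at room temperature. Remaining NADH coupled via diaphorase/resazurin; resorufin fluorescence read at 0 and 20 minutes, normalized to enzyme-free and DMSO wells.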
* = called active by the depositor; ? = inconclusive; / = not tested or not shown; & = joins results of further samples. Unless noted, calls follow the shape of the dose curve; as a rule, active = well fitted curve in the direction sought with a large enough effect; inconclusive = small, poorly fitted or top-dose-only effect, or another doubt; inactive = no such curve, though single readings can be large; an effect the other way counts as inactive or inconclusive. Some of the compounds tested. The share of hits here may be higher or lower than overall.

SMILES	D1 PAM	D1 antagonist	RXFP1 ag	Vif-APOBEC3G blk	Vif-APOBEC3F blk	D2 PAM	D1 ag	GRP78 ERSR act	LDHA inh
COC(C)c1oc2c(C)c3oc(=O)cc(C)c3cc2c1C (stereo not given)	/	/	/	-10.3%	-2.3%	/	/	1.9%	8.5
Cc1cc(C)cc(N(CCC#N)C(=O)COC(=O)C2=COCCO2)c1	-10.4	18.6	-0.1%	0.9%	-4.4%	0.1	1.6	-4.0%	-7.3
CC1CN(S(=O)(=O)c2cccc(C(=O)NCc3ccco3)c2)CC(C)O1 (stereo not given)	1.7	-9.6	2.4%	-10.3%	-5.1%	12.3	-0.1	?	-11.4
Cc1nc2ccccc2c(=O)n1/N=C/c1cn[nH]c1-c1ccccc1	6.2	2.0	-0.7%	0.1%	-21.9%	3.0	0.0	-4.9%	-9.1
Cc1csc(NC(=O)/C=C/c2ccc(C)o2)n1	2.0	7.9	0.4%	-0.4%	-14.3%	18.0	2.0	1.7%	-3.2
Cn1c(N2CCCCC2)nc2c1c(=O)n(Cc1cccc(Br)c1)c(=O)n2C	0.2	-5.3	2.2%	2.1%	-6.2%	/	3.7	-3.9%	-4.5&11.7
CC1=C(c2ccc(C(C)C)cc2)S(=O)(=O)NC1=NCc1ccccc1Br	-0.1	2.9	0.4%	-1.0%	?	-1.3	7.4	4.8%	-1.1
CC1(C)CC(NCc2cccc([N+](=O)[O-])c2)CC(C)(C)N1	-2.2	0.1	3.2%	-0.5%	3.1%	-2.5	3.0	-0.4%	-4.2
CCOc1ccc(Cl)cc1CNCCNCC(C)O (stereo not given)	-2.2	2.7	-1.6%	-0.2%	-2.3%	-20.3	1.7	-3.0%	-0.8
CCc1ccc(-c2cnc3nc[nH]c(=O)c3n2)cc1	/	/	/	-0.4%	-2.0%	/	/	7.9%	0.8
O=C(Nc1ccc2c(c1)OCO2)c1c(F)cccc1F	7.7	-9.9	1.3%	-8.0%	0.5%	3.4	-1.9	4.5%	8.3
CSc1ccc(C2=CC(=O)C[C@H](c3ccc4c(c3)OCO4)C2)cc1	-0.4	-15.0	0.5%	-3.5%	0.9%	13.6	5.0	-1.7%	-1.3
CCCCCN(C(=O)CCC(=O)OCCOc1cccc(Cl)c1)c1c(N)n(CCCC)c(=O)[nH]c1=O	-2.8	-3.4	1.9%	0.1%	-4.3%	-2.4	3.0	-3.8%	-1.1
Cc1ccc(C(=O)N(CC(=O)NC2CCCCC2)c2ccccc2C)s1	-0.3	-8.3	-1.1%	0.4%	0.9%	-6.9	-0.1	-2.3%	-14.4
O=C(CSc1nnc(-c2cccs2)o1)NCc1ccco1	4.5	15.3	5.1%	0.5%	0.1%	-2.3	2.6	-6.7%	-9.3
CCCCC(=O)Nc1cc(OC)c(NC(=S)NC)cc1OC	-5.6	4.3	-1.3%	6.6%	-7.6%	-1.6	4.1	1.2%	-4.9
Cc1cccc(C(=O)N2CCN(S(=O)(=O)N3CCCCCC3)CC2)c1	/	-3.5	-1.4%	-0.5%	-6.3%	-1.5	4.7	-3.5%	-8.6
CCN1CCN(S(=O)(=O)c2ccc(Cl)c(C(=O)N(C)Cc3ccc(C(C)(C)C)cc3)c2)CC1	/	/	/	2.9%	2.5%	/	/	-6.2%	0.5
COc1cccc(CNC(=O)C2CCN(S(=O)(=O)c3c(C)noc3/C=C/c3cccs3)CC2)c1	4.8	11.1	1.5%	-2.8%	-9.1%	6.6	5.7	0.4%	-14.9
CCOC(=O)c1cc2sc(C)cc2n1CC(=O)NCc1ccc(F)cc1	-5.5	-3.5	-0.5%	2.6%	-7.1%	-7.3	2.1	-3.9%	-1.4
COc1ccc(NC(=O)c2cc3c(=O)n(C)c4ccccc4c3n2C)cc1OC	-3.5	4.8	2.3%	5.9%	-8.8%	1.5	0.6	0.5%	2.3
CCOC(=O)c1[nH]c(C)c(C(=O)/C=C/c2ccc(C(=O)O)cc2)c1C	-8.4	3.3	0.6%	-28.2%	-16.6%	2.9	2.6	-7.6%	-5.0
CC(C(=O)Nc1ccc(Cl)cc1Cl)N1C(=O)NC2(CCCC2)C1=O (stereo not given)	-3.6	-6.5	2.4%	-0.8%	-0.4%	1.5	1.5	-7.2%	-1.2
O=c1cc(C(F)(F)F)[nH]c2c(OC(F)(F)F)cccc12	4.3	11.5	0.8%	-24.4%	-2.2%	-2.0	13.2	-6.6%	-4.8
CN(Cc1ccco1)C(=O)C1CCN(c2nnc(-n3cccc3)s2)CC1	-0.9	-12.7	0.1%	4.7%	-5.6%	3.7	1.5	1.2%	-6.4

4 of the compounds above, in CSV form:
structure,D1 PAM,D1 antagonist,RXFP1 ag,Vif-APOBEC3G blk,Vif-APOBEC3F blk,D2 PAM,D1 ag,GRP78 ERSR act,LDHA inh
CC1(C)CC(NCc2cccc([N+](=O)[O-])c2)CC(C)(C)N1,-2.2,0.1,3.2%,-0.5%,3.1%,-2.5,3.0,-0.4%,-4.2
CCN1CCN(S(=O)(=O)c2ccc(Cl)c(C(=O)N(C)Cc3ccc(C(C)(C)C)cc3)c2)CC1,/,/,/,2.9%,2.5%,/,/,-6.2%,0.5
CC(C(=O)Nc1ccc(Cl)cc1Cl)N1C(=O)NC2(CCCC2)C1=O (stereo not given),-3.6,-6.5,2.4%,-0.8%,-0.4%,1.5,1.5,-7.2%,-1.2
Cn1c(N2CCCCC2)nc2c1c(=O)n(Cc1cccc(Br)c1)c(=O)n2C,0.2,-5.3,2.2%,2.1%,-6.2%,/,3.7,-3.9%,-4.5&11.7

The main list resumes with the two entries that preceded the break.
SMILES	D1 PAM	D1 antagonist	RXFP1 ag	Vif-APOBEC3G blk	Vif-APOBEC3F blk	D2 PAM	D1 ag	GRP78 ERSR act	LDHA inh
O=c1cc(C(F)(F)F)[nH]c2c(OC(F)(F)F)cccc12	4.3	11.5	0.8%	-24.4%	-2.2%	-2.0	13.2	-6.6%	-4.8
CN(Cc1ccco1)C(=O)C1CCN(c2nnc(-n3cccc3)s2)CC1	-0.9	-12.7	0.1%	4.7%	-5.6%	3.7	1.5	1.2%	-6.4
CCOC(=O)c1c(S(=O)(=O)NCC(=O)Nc2cc(C)ccc2OC)c(C)n(C)c1C	0.3&0.6	0.4&27.8	0.1%&0.2%	1.9%&3.5%	1.6%&2.9%	5.9&-2.7	3.6&0.9	-2.4%&-2.0%	-12.9&7.3
CC(C)=CCC/C(C)=C/C(N)=O	-5.0	-3.3	2.2%	-6.4%	-26.5%	5.8	3.1	-2.7%	-5.1
COc1ccc(CCNC(=O)CNS(=O)(=O)c2ccc(Cl)cc2)cc1	/	/	/	-5.2%	-6.4%	/	/	-8.6%	-8.4
Cc1cccc(CCNC(=O)CCS(=O)(=O)c2ccc3nc(C)sc3c2)c1	-5.7	-0.9	0.0%	-4.7%	2.2%	-1.5	-0.4	-0.8%	-15.1
COc1cccc(C(=O)N(c2ccccc2)C2C=CS(=O)(=O)C2)c1 (stereo not given)	-4.0	-0.9	-0.5%	-0.3%	-3.4%	7.4	4.2	-3.8%	0.2
CCOc1ccc(/C=C/C(=O)N2CCOCC2)cc1OC	-1.6	-4.3	1.1%	0.9%	4.3%	-7.6	5.4	-1.3%	-5.7
CCOc1ccc(N(CC(=O)Nc2ccc(OC)cc2)C2=NC3CS(=O)(=O)CC3S2)cc1 (stereo not given)	-2.8	-29.1	2.6%	2.0%	-2.0%	11.4	4.3	-5.0%	-3.9
Cc1nc2ccccn2c1C(=O)N/N=C/c1cc(C)n(-c2ccc(Br)cc2)c1C	-23.1	-47.4*	1.5%	2.4%	-15.4%	-13.2	2.2	1.9%	-11.9
OCC[C@@H]1C[C@H](O)[C@@H](O)[C@]2(OCCc3ccccc32)O1	-1.3	5.4	-1.0%	-1.3%	3.6%	2.3	1.8	-0.4%	-0.4
O=C(NC(=S)Nc1ccc(F)cc1)C1CCCCC1	2.7	8.5	2.4%	-0.5%	-8.5%	8.0	0.4	7.3%	-3.5
NC(=O)c1cc(S(=O)(=O)N2CC=C(c3ccccc3)CC2)cs1	3.5	-11.3	0.6%	-0.1%	0.5%	-2.1	7.9	-1.6%	-2.0
CCOC(=O)C1CCN(C(=O)c2ccc3c(=O)n4nc(Nc5ccccc5OC)sc4nc3c2)CC1	/	/	/	0.8%	-4.0%	/	/	-4.1%	-0.8
CCOCCCNS(=O)(=O)c1ccc(-n2cnnn2)c(OC)c1	5.8	-1.2	1.8%	-10.1%	-2.3%	2.9	3.5	1.9%	7.6
CCN1CCN(c2cc(C)c3cc(NC(=O)c4ccncc4)ccc3n2)CC1	-2.1	2.3	-0.5%	5.2%	3.8%	-24.5	1.6	-2.6%	-2.2
O=C(O)C1CC=CCC1C(=O)NCc1ccc(Cl)c(Cl)c1 (stereo not given)	/	/	/	-0.2%	3.5%	/	/	-9.4%	-5.2
NS(=O)(=O)c1ccc(NC(=O)CSc2nc3ccccc3n2-c2ccccc2)cc1	5.8	15.6	1.2%	-7.7%	-0.8%	14.7	4.1	-3.8%	-1.8
Cc1c(C)n(C)c2ccc(C(=O)NCCCN3CCCCC3)cc12	-2.5&-4.2	-2.3&22.8	-8.8%&-4.4%	-1.6%&8.2%	-3.8%&-3.6%	22.0&-4.1	-0.4&1.6	8.0%&-2.1%	0.3&2.0
CC(=O)c1nn(-c2cccc(C(F)(F)F)c2)c(=O)[nH]c1=O	2.8	3.0	0.0%	3.0%	12.9%	-7.6	3.6	-5.2%	-5.7
Cc1cc(OCc2cc(C(=O)NC3CCC3)no2)cc(C)c1Cl	-2.5	-3.8	0.5%	-1.2%	-8.6%	-1.8	8.5	-1.5%	-6.7
CC(C)CN1C(=O)c2ccc(NC(=O)Cc3ccccc3)cc2C1=O	4.2	8.5	-2.2%	-0.8%	-7.4%	-9.8	10.2	-4.8%	-11.6
Cc1ccccc1C(=O)NNC(=O)C(C)N1C(=O)c2ccccc2C1=O (stereo not given)	-4.5	-19.3	-0.1%	-3.7%	-1.2%	1.8	-0.6	2.6%	-2.3
N#C/C(=C\c1ccccc1C(=O)O)c1nc2ccccc2[nH]1	-7.3	4.4	1.2%	1.5%	13.7%	-8.1	2.0	-0.5%	6.3
CC(=O)C1=C(N2CCCCC2)CCC1=O	1.6	4.0	-0.7%	-0.5%	-10.9%	/	0.8	-5.7%	-3.5
